Source: PubChem BioAssay
CF NFkB inh: inhibitors of PAF-induced NF-kB signaling, primary screen, cell-based, GFP fluorescence, uHTS | KKLEB NF-kB-GFP reporter, GFP fluorescence overnight | inhibition, % at 5 µM | hit rate 0.86% among 360,000 | AID 588850, 2011;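 active = at least 50% inhibition at 5 µM, scaled per plate between neutral and stimulator controls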;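 note: PAF is a Pseudomonas aeruginosa culture filtrate used as stimulus; plate controls were PAF-stimulated DMSO wells for no effect and unstimulated DMSO wells for full effect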
iPSC survival up: enhancers of single-cell hiPSC survival, primary screen, ATPlite luminescence; survival enhancement, % at 20 µM; hit rate 0.044% among 360,000; 100% = ROCK inhibitor wells, 0% = DMSO; in the data active = survival enhancement above about 18%;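 note: cells exposed to compounds for 16 hours before the ATP read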
TRAIL sens C8: viability loss with TRAIL in NB7+C8 cells, primary screen, TRAIL sensitizer project, cell-based, ATPlite luminescence | inhibition (viability loss, TRAIL sensitization), % at 10 µM | hit rate 1% among 360,000;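 active = compounds causing at least 50% loss of cell viability in the single-dose screen, relative to plate controls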
TRPM1 prom inh: inhibitors of MITF-dependent TRPM1 promoter reporter, primary screen, cell-based, SK-MEL-5, single point, luciferase. AID 488899, 2010. SK-MEL-5 TRPM1 promoter luciferase, 24 h. hit rate 0.83% among 330,000. inhibition, % at 12.5 µM;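 active = mean inhibition across replicates of 60% or more, whatever share of single replicates reaches that level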; note: values of inactives mirror those of a sister screen read the other way
HIF-2a inh: HIF-2a reporter inhibitors, primary screen, luminescence, 786-0 RCC cells. 786-0 RCC cells HIF-2a reporter, luciferase luminescence, overnight. inhibition, % at 18.8 µM. hit rate 0.72% among 360,000;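 active = inhibition of the luminescence signal of 40% or more relative to plate controls, in a single-dose primary screen at 18.75 µM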
NR2E3 ag-1: inhibitors of NR2E3-RetCOR corepressor binding, primary screen, NR2E3 agonist project, biochemical, TR-FRET, GST-NR2E3, biotin-RetCOR | 1536-well | inhibition of corepressor binding, % at 4.78 µM | AID 2300, 2010 | hit rate 0.12% among 320,000 | Photoreceptor-specific nuclear receptor (Homo sapiens), Q9Y5X4;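 active = percent inhibition above the cutoff of mean plus 3 SD of all tested compounds, set per screening campaign, cut at about 20% in these data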;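 note: 0% = DMSO wells and 100% = biotin wells as full block of FRET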
Target sequence (Q9Y5X4 whole entry, looked up): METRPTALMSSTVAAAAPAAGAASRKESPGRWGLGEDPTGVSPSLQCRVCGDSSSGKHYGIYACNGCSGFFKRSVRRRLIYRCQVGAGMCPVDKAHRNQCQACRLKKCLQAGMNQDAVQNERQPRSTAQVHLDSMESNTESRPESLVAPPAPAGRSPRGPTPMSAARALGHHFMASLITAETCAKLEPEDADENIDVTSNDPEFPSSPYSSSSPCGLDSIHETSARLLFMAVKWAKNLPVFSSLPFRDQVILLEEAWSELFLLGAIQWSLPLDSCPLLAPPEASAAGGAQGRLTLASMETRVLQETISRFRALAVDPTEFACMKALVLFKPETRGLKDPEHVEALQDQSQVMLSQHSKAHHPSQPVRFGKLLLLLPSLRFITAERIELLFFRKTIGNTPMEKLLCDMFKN
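Format: 1536-well format; test system: GST-NR2E3 and biotin-RetCOR proteins; read-out basis: percent inhibition of TR-FRET ratio; timing: 5 h incubation at 4 °C; detection: time-resolved FRET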
Shn3 inh set2: reduction of Shn3 3'UTR firefly luciferase signal, primary screen, Schnurri-3 inhibitor project, cell-based, Clone20 osteoblasts, set 2 | Clone20 osteoblast Shn3 3'UTR firefly luciferase, 24 h | inhibition, % at 12.5 µM | hit rate 0.52% among 360,000 | AID 588674, 2011;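 active = mean inhibition of at least 75% with every replicate also reaching 75%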;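 note: 0% = median of neutral control wells and 100% = pilot-screen positive control compound; some compounds past the cut are filed as inactive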
Peg3 promoter: Peg3 promoter-driven luciferase inhibitors, primary screen, cell-based, HeLa, luciferase luminescence; hit rate 1.7% among 360,000; inhibition, % at 20 µM; HeLa PEG-Prom luciferase reporter, overnight;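 active = inhibition of at least 50% at 20 µM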
NR2E3 ag-2: NR2E3 agonists in two-hybrid cells, primary screen, cell-based, luminescence, CHO-S, Gal4-NCOR/VP16-NR2E3; inhibition of corepressor binding, % at 3.98 µM; hit rate 0.35% among 360,000; Photoreceptor-specific nuclear receptor (Homo sapiens), Q9Y5X4; AID 602229, 2012; luciferase;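 active = inhibition above the mean of all tested compounds plus 3 SD, cut at about 70% in these data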;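 note: 0% = DMSO with NR2E3 transfected cells and 100% = cells lacking NR2E3 construct; higher means lower luciferase signal from less NR2E3 corepressor binding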
KKLEB tox: cytotoxicity in KKLEB CF airway cells, primary screen, cytotoxicity control for CF NF-kB inhibitor project, cell-based, uHTS, fluorescence assay plates; AID 602141, 2011; activity change (cytotoxicity), % at 5 µM; hit rate 0.36% among 360,000; KKLEB CF airway cells viability, ATPlite luminescence, overnight; hits give low values; cells stimulated with P. aeruginosa culture filtrate;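 active = corrected activity change at or below -50% at 5 µM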
LMP1 NFkB inh: EBV LMP1-driven NF-kappaB luciferase reporter inhibitors, primary screen, cell-based, luminescence, single point. hit rate 0.69% among 350,000. AID 504558, 2011. inhibition, % at 12.5 µM. LMP1-induced NF-kappaB luciferase reporter cells; in the data active = inhibition above about 41%;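 note: 0% = neutral control wells and 100% = reference inhibitor control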
Numbers without * were called inactive; . = no result given; & = joins results of further samples.

Second line of a record: CF NFkB inh, iPSC survival up, TRAIL sens C8, TRPM1 prom inh, HIF-2a inh, NR2E3 ag-1, Shn3 inh set2, Peg3 promoter, NR2E3 ag-2, KKLEB tox, LMP1 NFkB inh
CC(C)CC(NC(=O)C(NC(=O)C1OC2OC(C)(C)OC2C2OC(C)(C)OC12)C(C)C)C(=O)O (configuration not stated)
    2, 0.1, -2, -4, 12, -3, 0, 8, -12, -7, 2
O=C(c1ccc(S(=O)(=O)N2CCCCC2)cc1)N1CCCC(C(F)(F)F)C1 (configuration not stated)
    18, -0.5, -22, 8, 8, 2, -4, -3, -8, -7, -2
Cn1c(=O)c2c(nc(CN3CCN(Cc4ccccc4)CC3)n2Cc2ccc(F)cc2)n(C)c1=O
    -8, 1.0, 12, ., 5, -1, -2, -4, -12, 1, -4
CSc1ncccc1C(=O)OCC(=O)NC1CCCc2ccccc21 (configuration not stated)
    -21, 0.7, -7, 9, 4, ., 2, -2, -21, 13, -7
O=C(Cn1[nH]c(=O)c2ccccc2c1=O)OCC(=O)c1ccc(F)cc1
    -1, -0.4, -13, -7, 10, -3, 1, -13, 1, -19, 3
Cc1ccc(C)c(C(=O)CN2C(=O)NC3(CCCCCCC3)C2=O)c1
    10, 0.8, -1, -4, -23, -1, 7, -5, -14, 2, -6
COc1cc2[nH]c(=S)nc(NCCC(C)C)c2cc1OC
    -16, -0.4, -4, 0, 5, -2, -12, 12, 7, 8, -6
CN(C)S(=O)(=O)c1cccc(N=C2SCCN2Cc2ccccc2)c1
    -11, -0.4, 10, 8, -30, 1, 21, -5, 10, 8, 3
COc1ccccc1CN1CCNC(=O)C1CC(=O)NCCCN1CCOCC1 (configuration not stated)
    12, -0.2, 0, ., 0, ., -8, -1, -36, -10, -3
O=C(O)C1CCN(C(=O)c2ccco2)CC1
    -10, -1.2, -8, -4, 11, 2, -5, -3, 25, -6, 9
OC(CNCC(c1ccco1)N1CCCCC1)c1ccccc1 (configuration not stated)
    0, -0.5, 13, 2, 3, 1, -3, 6, -2, -6, 7
COCC1CCN(C(=O)C2CCC(=O)N(Cc3ccc(Cl)cc3)C2)CC1 (configuration not stated)
    4, -0.4, -10, -2, -7, 2, -7, 1, -21, 0, 3
O=C(c1ccco1)N1CCN(c2ccccc2F)CC1
    -7, -0.1, -10, -16, -66, 3, -22, -61, -39, 1, 2
CN(C)CCCNC(=O)C[C@H]1C[C@H](C(=O)N2CCOCC2)[C@@]2(CCC3CCCC3)c3[nH]c4cc(CCC(=O)N(C)C)ccc4c3CCN2C1=O
    0, 0.9, 0, -8, 9, ., -36, 6, -4, -2, -1
Cc1cc(C)c(S(=O)(=O)NCc2cccs2)cc1C
    14, -0.4, -15, 4, 1, -1, 3, -6, -10, -9, 2
Oc1ccc(-c2nnc(SCC3CCCCC3)o2)cc1
    -8, -0.6, 72*, -63, -244, -3, -81, -312, -157, -3, -17
O=C(O)c1ccc(NS(=O)(=O)c2ccc3c(c2)OCCO3)cc1
    -2, -0.9, 0, ., 18, 4, -4, -6, -29, -14, -9
Cc1ccc(OC(C)C(=O)Nc2cccc(S(=O)(=O)N3CCCCCC3)c2)cc1 (configuration not stated)
    0, 0.9, -2, ., 5, ., 17, 17, 17, -6, -9
C[C@H]1CN=C(N(C)C)N1CC1CCC(C(C)(C)C)CC1 (some centres not stated)
    -18, 0.0, 9, -11, -1, -2, 83, 13, -12, -22, -8
O=C(COC(=O)c1cnc(Cl)c(Cl)c1)NCc1cccs1
    -22, -0.7, 13, 8, 8, 3, 5, 12, -26, 7, -1
COC(=O)c1ccc(C23CC4(C2)[C@H](CN(Cc2cccnc2)[C@@H]4c2ccccc2)C3c2ccc(Cl)nc2)cc1 (some centres not stated)
    19, -1.3, 5, 9, 2, 0, 5, 11, 5, -20, -1
Cc1ccc(-n2nnc3c(=O)n(CC(=O)OCc4ccccc4)cnc32)cc1
    21, 2.3, -7, ., 11, 2, -7, -5, 21, -27, -8
Cc1noc(C)c1C(=O)N1CCC1(C)C(=O)NS(=O)(=O)c1cccc(OC(F)F)c1 (configuration not stated)
    -16, -0.9, -6, ., 11, ., -2, 0, 15, 4, .
CC(C)(C)C(=O)Nc1cc(NC(=O)C(C)(C)C)cc(C(=O)NNC(=O)c2ccncc2)c1
    11, -0.4, -1, 9, 13, -2, -1, 7, 15, -10, -14
Cc1ccc(SCc2cn3c(C)cc(C)nc3n2)cc1
    -9, -0.3, 19, -19, -82, 0, -15, -72, -46, -2, -3
COc1cc(NC(=O)CCC2CCCC2)cc(-n2cnnn2)c1
    -12, -3.2, -16, -1, -23, 3, 0, -24, -35, 12, -3
CCSc1ccc(C(=O)Nc2ccc(Br)cn2)cc1[N+](=O)[O-]
    11, -1.3, -4, -24, -107, 5, -22, -43, -59, -9, -13
O=C1c2ccccc2C(=O)N1OCc1ccc(Cl)cc1
    -10, -2.9, 3, 5, -3, 2, 8, -12, -55, -5, 0
CC(C)Cn1c(SCC(=O)O)nnc1-c1cccc(S(=O)(=O)N2CCOCC2)c1
    -6, 1.7, -8, -3, 8, ., -18, -3, -9, -16, -2
COCCNC(=O)C(c1ccc(C)cc1)N(CCOC)C(=O)CCC(=O)Nc1nccs1 (configuration not stated)
    -13, -0.2, 14, -12, 5, 3, 0, -11, -31, 6, -1
COc1ccc(OC)c(NC(=O)COC(=O)CC2CCCCC2)c1
    -35, 1.4, 9, 10, -3, ., 7, -5, -17, 23, -4
CCOc1ccccc1NC1=C(OC)C(=O)C(Nc2ccccc2OCC)=C(OC)C1=O
    6, 0.6, 7, 11, 6, ., -19, 11, -9, 0, 8
O=C(NCc1ccco1)/C(=C/c1ccccc1F)NC(=O)c1ccccc1
    9, -0.1, -2, -4, 2, -1, 8, 9, 16, -3, 4
N#CC(C(=O)Nc1ccc(Cl)cc1)=C1Nc2ccccc2N1
    5, 3.2, 1, -17, -23, 2, 1, -11, -17, 0, -5
Cc1ccc[n+](-c2nc3ccccc3nc2C(=C=[N-])C#N)c1
    -11&-11, -0.5&2.6, -7&-17, 20&7, 4&17, -2&-2, 2&1, -18&-1, -22&-21, -6&5, -3&3
COC(=O)CCC(=O)N1CCC(CCC(=O)NCc2ccc(F)cc2)CC1
    -7, -0.3, -15, 4, 22, ., 4, 5, -40, 18, -4
Cc1noc(C)c1C(=O)OCC(=O)c1c(N)n(CC(C)C)c(=O)n(C)c1=O
    0, 3.4, -4, -13, 17, 2, 17, 16, -20, 1, 11
O=C(/C=C/c1ccc(Cl)cc1)N1CCN(c2ccccc2[N+](=O)[O-])CC1
    -45, 1.7, -4, -5, 23, 0, 28, 26, 13, -3, 2
Cc1cc(NC(=O)CSc2ncc(CO)n2Cc2ccc(F)cc2)no1
    -19, -0.1, -4, -11, 13, 0, -10, -5, 3, -1, -25
O=C(Nc1ccon1)c1ccc(S(=O)(=O)N2CCCCCC2)cc1
    -11, -0.2, 20, -17, -55, -1, -4, -49, -25, -3, 2
O=c1oc([C@@H](O)c2ccccc2)cc2ccccc12
    -5, -2.9, -21, -1, 1, ., -2, -3, -4, 6, -6
CNC(=O)/C(C#N)=C/c1c(N2CCCCCC2)nc2ccccn2c1=O
    -32, -0.5, -4, -17, 23, 4, 2, 13, -15, 2, 8
O=C(NCc1ccccn1)c1ccc(OC2CCN(Cc3ccccc3O)CC2)cc1
    26, 0.1, 3, -1, 16, -1, 6, 6, -5, -5, 7
Cc1ccc(OCC(=O)N(C)CCc2ccccn2)cc1
    -4, -2.4, 1, -7, -8, -2, -2, -13, -15, -7, -11
COc1ccc(-n2c(C)cc(C=O)c2C)cc1Cl
    11, 5.6, -4, -2, 15, -3, 3, -55, -19, -6, 11
c1ccn(-c2ncnc3sc4c(c23)CCCC4)c1
    20, 1.4, -14, -11, 21, -1, 30, 14, -3, -12, -11
O=c1[nH]c(=S)[nH]c2c1C(c1cc([N+](=O)[O-])c(N3CCOCC3)cc1N1CCOCC1)O2 (configuration not stated)
    -1, 1.3, 0, -5, 10, 4, 4, 14, -7, 1, -4
Fc1ccc(CNC(=S)NCc2cccc(Cl)c2)cc1
    2, -0.5, 4, 4, -3, 2, -3, 29, 0, 2, -3
CCOc1ccc(CCNC(=O)C2CCN(c3ccc(N4CCOCC4)nn3)CC2)cc1OCC
    9, -2.5, 8, -17, -3, -3, -17, 10, 2, -2, 11
COc1ccc(CC(=O)Nc2nccs2)cc1OC
    6, -0.1, 18, 9, 15, 3, 8, 19, 10, 1, 3
C=CCSc1nnc(NC(=O)CSc2nc3ccccc3o2)s1
    -1, -2.1, 5, 4, 8, 2, -8, -3, 22, -8, 1
O=C(Cn1ncc2c3ccccc3n(Cc3ccccc3F)c2c1=O)NC1CC1
    -15, 2.3, 6, 4, 7, 0, 5, -3, -15, 24, 2
COc1ccc(/C=C2/SC(=O)N(CCNC(=O)C3CCCN3C(=O)c3cccs3)C2=O)cc1 (configuration not stated)
    -18, 7.4, 10, -2, -11, -2, -11, -56, -6, -9, -10
CCN1CCN(S(=O)(=O)c2ccc(Cl)c(C(=O)N(CC)CC(=O)Nc3ccc(OC)cc3)c2)CC1
    -6, -0.5, -8, 12, 11, 3, -14, 13, -20, -3, 4
Cn1c(SCc2cc(=O)[nH]c(C(C)(C)C)n2)nnc1C(F)(F)F
    3, -0.7, 3, -2, 18, 2, 4, 16, -20, 4, 6
Cc1nnc(NC(=O)CSc2ccc(-c3ccc(Cl)cc3)nn2)s1
    -7, 0.2, 13, 34, -27, 0, 45, -81, -8, -6, -19
CCN(C(=O)Cc1c(C(=O)O)n(C)c2ccccc12)c1ccc(F)cc1
    1, -0.6, -2, -13, 12, -2, 15, 17, 0, -7, -4
CCOc1cc(C)c(Cl)cc1S(=O)(=O)NCC1CCCO1 (configuration not stated)
    0, -2.1, -6, -5, 13, 0, 0, 10, -2, 1, 1
O=C(Nc1cccnc1)c1cc(S(=O)(=O)N2CCCCC2)c(Cl)cc1Cl
    -5, -0.1, -7, 9, 7, 2, 16, 13, -16, 10, -5
COc1ccc(CN2C(=O)C(O)(CC(=O)c3ccc4c(c3)OCO4)c3ccccc32)cc1OC (configuration not stated)
    7, -2.7, 2, -10, 10, 0, 57, 11, 0, 2, 13
CC(C)(C)c1ccc2c(c1)C(c1ccc3c(c1)OCO3)CC(=O)O2 (configuration not stated)
    15, 0.5, -1, 4, 6, ., -14, -7, -1, 3, -3

These rows are one share of the data (hit frequency here may not be typical).
